HT1080-NT tox – kills 2HG-producing HT-1080-NT fibrosarcoma cells; HT-1080-NT fibrosarcoma viability, CellTiter-Glo ATP luminescence, 48 h; Potency, µM (highest dose often 46.1 µM), without a hit: at the highest dose activity, negative = less viability, usual class: cytotoxic; hit rate 1.6% among 360,000; AID 686970;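 note: NT is the 2HG producing partner of a matched IDH1 knockdown line; potency is the fitted concentration of half-maximal effect; 0% = DMSO-treated cells and -100% = media-only wells without cells; nearly all actives have a fitted effect of over 55% in size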
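Read-out is CellTiter-Glo luminescence after 10 minutes at room temperature, following 48 hours' compound treatment of HT-1080-NT cells (750 cells/well, RPMI, 5% FBS, 37 degrees C).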
SW480 rereplic – inducers of DNA re-replication in SW480 colon cancer cells; hit rate 1.8% among 340,000; Potency, µM (highest dose often 46.1 µM), for the others: at the highest dose re-replication activation, actives largely listed as activators; SW480 DNA re-replication, Hoechst DNA content imaging, 48 h; note: potency is the fitted concentration of half-maximal effect; % of control where 0% means no effect; nearly all actives have a fitted effect of over 55% in size
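Readout is total intensity of Hoechst-stained nuclei, excited at 405 nm and collected at 500-530 nm. Compound treatment lasted 48 hr at 37 C in 5% CO2 before staining.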
HT1080 IDH1KD tx – HT-1080 IDH1 knockdown cell toxicity (counter line); HT-1080 IDH1 knockdown viability, ATP luminescence, 48 h; Potency, µM (doses to about 46.1 µM), inactives show at the highest dose activity, negative = toxicity, hits mostly cytotoxic; hit rate 2% among 360,000; AID 686971;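 note: potency is the fitted concentration of half-maximal effect; 0% = DMSO wells and -100% = cell-free medium wells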
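In this qHTS, HT-1080 cells depleted of IDH1 are exposed for 48 h at 37 °C to compound titrations. Toxicity is scored from CellTiter-Glo luminescence, with DMSO as full viability and medium alone as none.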
ATXN2 expr inh – reduces ATXN2 reporter expression in HEK-293 cells | Potency, µM (top dose mostly 57 µM), for inactives: at the top dose activity change, negative = inhibition, usual class: inhibitors | hit rate 0.72% among 360,000 | HEK-293 ATXN2-luciferase reporter, luminescence, 24 h; note: potency is the fitted concentration of half-maximal effect; % is set by controls: 0 for no effect and ±100 for the full control effect; nearly all actives have a fitted effect of over 55% in size
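ATXN2-luciferase reporter cells (luciferase flanked by upstream and downstream ATXN2 gene portions) were treated 24 h at 37 °C with compounds at up to 57 uM. SteadyGlo luminescence gave expression; GF-AFC fluorescence gave viability.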
KB-V1 cytotox – kills drug-selected multidrug resistant KB-V1 cells | KB-V1 MDR cells viability, CellTiter-Glo, 72 h | Potency, µM (highest dose often 46.1 µM), for the others: at the top dose activity change, negative = cytotoxicity, usual class: cytotoxic | hit rate 3.4% among 400,000 | AID 1347076; note: potency is the fitted concentration of half-maximal effect; % is set by controls: 0 for no effect and ±100 for the full control effect; nearly all actives have a fitted effect of over 60% in size
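Cells of the MDR subline KB-V1 are plated, dosed with compound at multiple concentrations, and incubated 72 h at 37 degrees C; CellTiter-Glo is then added and luminescence read after 10 min.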
IL-1B inflam inh – inflammasome signaling inhibition, IL-1 beta readout; THP-1 LPS/ATP IL-1B secretion, AlphaLISA, 16 h; active compounds read low; activity change, % at 57.5 µM; hit rate 4.7% among 360,000; AID 743279; in the data active = activity change below about -50%; inconclusive = mostly about -30% to -49%; note: % is set by controls: 0 for no effect and ±100 for the full control effect
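Secreted IL-1B measured by AlphaLISA bead assay after 16 h compound exposure of THP-1 cells; compounds (final up to 57.5 uM) added 1 h before LPS (250 ng/mL) and ATP (1.25 mM) stimulation; lower signal means less secretion.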
MCF10A rerep – inducers of DNA re-replication in MCF 10A breast cells; MCF 10A DNA re-replication, Hoechst nuclear intensity, 48 h; Potency, µM (series often up to 46.1 µM), without a hit: at the top dose activity, positive = re-replication, hits mostly activators; hit rate 2.9% among 350,000; AID 624296; note: potency is the fitted concentration of half-maximal effect; % of control where 0% means no effect; nearly all actives have a fitted effect of over 50% in size
KB-3-1 cytotox – kills parental KB-3-1 adenocarcinoma cells; KB-3-1 viability, CellTiter-Glo ATP luminescence, 72 h; Potency, µM (top dose mostly 46.1 µM), for inactives: at the highest dose activity change, negative = cytotoxic, actives largely listed as cytotoxic; hit rate 1.4% among 400,000; note: potency is the fitted concentration of half-maximal effect; % is set by controls: 0 for no effect and ±100 for the full control effect; nearly all actives have a fitted effect of over 60% in size
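Viability of parental KB-3-1 cells, measured by CellTiter-Glo luminescence, followed a 72 h incubation at 37 °C with pinned compounds in phenol-red-free DMEM containing 10% FBS.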
S2 tox – viability counter-screen for ATXN expression inhibitors. hit rate 0.49% among 400,000. Potency, µM (highest dose often 56.7 µM), hits mostly cytotoxic. S2 cells (HEK-293 line with an ATXN2-luciferase reporter) viability, CellTiter-Fluor protease fluorescence, 24 h. AID 651635; note: potency is the fitted concentration of half-maximal effect; nearly all actives have a fitted effect of over 40% in size
Active calls of the source: *; i = inactive; ? = inconclusive; . = not tested or not shown; [ ] = remark or other dose. Unless noted, calls come from the whole dose curve; as a rule, active = well fitted curve in the direction sought with a large enough effect; inconclusive = small, poorly fitted or top-dose-only effect, or another doubt; inactive = no such curve, though single readings can be large; an effect the other way counts as inactive or inconclusive.

Under each structure: HT1080-NT tox	SW480 rereplic	HT1080 IDH1KD tx	ATXN2 expr inh	KB-V1 cytotox	IL-1B inflam inh	MCF10A rerep	KB-3-1 cytotox	S2 tox
#1 COc1ccc(/C=C/C(=O)c2ccc(NS(=O)(=O)c3ccc(C)cc3)cc2)cc1O
    -25%	?	-9%	?	?	-103*	?	?	?
#2 CCC(=O)c1c[nH]c(C(=O)NCc2cccs2)c1
    8%	-4%	3%	-1%	7%	10	-4%	9%	?
#3 CCOC(=O)[C@]12CCCC=C1N(Cc1ccc(Cl)cc1Cl)C(=O)[C@H](CC(=O)NCc1cccs1)C2
    ?	.	?	?	?	-29	.	?	?
#4 CN(C)/N=N/c1nc[nH]c1C(N)=O
    .	3%	.	-27%	.	.	?	.	i
#5 COc1ccc(NC(=O)CSc2ccc3nnc(-c4ccccn4)n3n2)cc1
    -13%	-1%	-6%	-10%	-2%	0	-3%	-9%	i
#6 CC(C)Cc1nc(N2CCN(C(=O)C(C)C)CC2)c(C#N)c2c1CCC2
    0%	13%	-17%	-14%	0%	-12	?	0%	i
#7 CCC(C(=O)Nc1ccccc1)n1nc(-c2cc(C)ccc2C)ccc1=O (stereo not given)
    .	.	.	-8%	1%	.	.	-2%	i
#8 Cc1sc2ncn(CC(=O)NCC(=O)N(C)C3CCCCC3)c(=O)c2c1C
    -2%	-8%	-4%	-9%	23µM*	-4	1%	-1%	i
#9 CCOC(=O)CSc1ccc2nnc(-c3cccs3)n2n1
    -10%	-15%	0%	-2%	14%	-52*	14%	9%	i
#10 Oc1ccc(CN2CCN(c3ncccn3)CC2)cc1
    12%	?	9%	2%	27%	37	-6%	2%	i
#11 C#CCOCCOCCOCCNc1nc(N2CCN(C(=O)[C@H](CCCN=C(N)N)n3cc(C(N)[C@@H](C)CC)nn3)CC2)nc(N2CCN(C(=O)[C@H](CC(N)=O)n3cc([C@@H](N)CC(N)=O)nn3)CC2)n1 (stereo not given in full)
    -24%	-8%	-4%	4%	11%	11	-5%	21%	i
#12 Cc1ccccc1OCc1nnc(SCC(=O)N2CCc3ccccc32)n1C
    6%	-7%	7%	-36%	-4%	14	9%	1%	i
#13 COc1ccc(S(=O)(=O)N2CCCCCC2)cc1C(=O)OC(C)C(N)=O (stereo not given)
    ?	5%	?	-4%	-20%	39	0%	8%	i
#14 COc1ccccc1CNc1nc2nc(C)c(Cl)c(C)n2n1
    .	.	.	-9%	9%	.	.	9%	i
#15 CCn1c2ccccc2c2cc(NC(=O)COC(=O)c3cccc(S(=O)(=O)NC)c3)ccc21
    13%	-53%[inhibitor]	0%	16µM*	1%	-9	6%	0%	i
#16 COC(=O)C(Cc1ccc(O)cc1)NC(=O)CCOc1ccc(OC)cc1 (stereo not given)
    8%	-8%	2%	-55%	1%	23	6%	8%	?
#17 CCC(CC)C(=O)c1c[nH]c(C(=O)NCC2CCCO2)c1 (stereo not given)
    26%	-1%	16%	8%	12%	-10	-2%	13%	i
#18 CCOC(=O)c1c(CSC(=N)N)n(-c2ccc(C)cc2)c2cc(Br)c(OC(C)=O)cc12
    -13%	-5%	-27%	?	0%	-76*	?	-39%	25µM*
#19 O=C(Nc1ccccc1)N(CCN1CCOCC1)Cc1ccccc1F
    -1%	-1%	1%	21%	-18%	-5	14%	6%	?
#20 Cc1ccc(CN=C(N)Nc2nc(C)cc(C)n2)cc1
    7.3µM*	15µM*	7.3µM*	-26%	-17%	-52*	?	2.6µM*	i
#21 CCOC(=O)N1CCN(S(=O)(=O)N2CCCC(C(=O)NCCc3ccc(Cl)cc3)C2)CC1 (stereo not given)
    2%	-1%	3%	111%[activator]	-3%	0	-24%	-3%	.
#22 COc1cc(Nc2nc3c(S(=O)(=O)c4ccccc4)nnn3c3ccc(Cl)cc23)cc(OC)c1
    .	.	.	2%	-23%	.	.	0%	i
#23 COc1ccc(CNC(=O)C(=O)Nc2cc(Cl)ccc2OC)cc1
    .	.	.	10%	?	.	.	6%	i
#24 Cc1ccc(/C=C(/C#N)c2nc(CCN3C(=O)c4ccccc4C3=O)cs2)cc1
    1%	-12%	3%	.	0%	5	?	3%	.
#25 COC(=O)c1ccc(NC(=O)NS(=O)(=O)c2ccc(C)cc2)cc1
    -1%	-18%	-10%	-5%	13%	-8	5%	-5%	i
#26 CCn1nc(C(=O)NNC(=O)CCOc2cc(C)ccc2C)c2ccccc2c1=O
    2%	-6%	-7%	-8%	?	-5	11%	19%	i
#27 CC(C)N(C(=O)[C@H]1C[C@H](CC(=O)NCc2ccco2)C(=O)N2CCc3c([nH]c4cc(CCC(=O)N(C)C)ccc34)[C@]12C)C(C)C
    0%	-3%	-1%	30%	0%	-21	9%	0%	i
#28 COC(=O)CC1(C(=O)OC)Oc2ccc(Br)cc2C(=O)N1c1cccc(Cl)c1Cl (stereo not given)
    21µM*	18µM*	?	-38%	5.2µM*	19	?	?	?
#29 O/N=C/c1ccccc1OCc1ccccc1F
    -8%	0%	-7%	16%	?	?	?	1%	i
#30 O=C(CC1CCCCC1)NC1CCCC1
    0%	10%	?	9%	3%	-11	0%	-2%	i
#31 CN(C(=O)c1nn(C)c2c1CSc1ccccc1-2)c1ccccc1Cl
    -2%	-8%	-5%	-2%	-16%	?	19%	1%	i
#32 CC(C)(O)CCC(C)(C)O
    -16%	-12%	3%	-4%	19%	14	-1%	0%	i
#33 O=C(Nc1nc2ccc(F)cc2s1)c1nc(SCc2ccccc2F)ncc1Cl
    .	.	.	8%	8%	.	.	2%	i
#34 Cc1ccc(SCCC(=O)NNC(=O)c2ccccc2F)cc1
    6%	-9%	5%	-13%	11%	32	-8%	3%	i
#35 CCCOc1cc(C)nc(-c2ccccc2O)n1
    1%	-5%	0%	2%	0%	31	-7%	-8%	i
#36 COc1ccc(Cl)cc1C(=O)NNC(=O)c1nn(C)c(=O)c2ccccc12
    -17%	-8%	?	.	-2%	20	16%	?	?
#37 COC(=O)c1cccc(NC(=S)NCCC2=CCCCC2)c1
    -24%	0%[9.22 µM]	21µM*	-16%	?	23	4%	?	i
#38 Cc1ccc(N(CC(=O)N/N=C/c2cccs2)S(C)(=O)=O)cc1Cl
    -1%	-4%	-1%	-6%	1%	-13	5%	7%	i
#39 OC(CNCc1ccccc1)Cn1ccc2ccccc21 (stereo not given)
    -3%	?	1%	-11%	-6%	-50*	20%	-2%	i
#40 CCn1c(COc2ccc3c(c2)OCO3)nnc1SCC(=O)c1ccc(Cl)cc1
    -6%	-6%	-5%	-17%	-6%	-20	0%	0%	i
#41 O=C(NCC(=O)N(Cc1ccc(F)cc1)C(C(=O)NCC1CCCO1)c1ccccc1)c1ccco1 (stereo not given)
    -2%	-11%	0%	-17%	0%	-4	-6%	0%	i
#42 CC(C)(C)c1cc(C(=O)O)c(CN2CCCCC2)o1
    10%	-1%	14%	1%	8%	3	-1%	3%	i
#43 COc1ccc(Cn2c(=S)[nH]c3ccsc3c2=O)cc1
    -21%	-25%	-13%	0%	12%	1	29%	-2%	i
#44 COc1ccc(-c2nnc3ccc(SCC(=O)NCC4CCCO4)nn23)cc1 (stereo not given)
    -1%	-8%	-21%	4%	10%	-2	-1%	6%	i
#45 COc1ccc(Nc2nc3ccccc3nc2NS(=O)(=O)c2cccs2)c(OC)c1
    -2%	4%	2%	.	-11%	0	-4%	-24%	i
#46 COc1ccc(Br)cc1CNc1ccccc1
    -3%	-2%	0%	.	7%	?	10%	-7%	i
#47 Cn1nc(C(C)(C)C)cc1C(=O)N1CCCCC1c1cc(C(=O)Nc2ccccc2)no1 (stereo not given)
    -4%	.	2%	-14%	-1%	-19	.	-15%	i
#48 Cc1ccc(/C=N/NC(=O)c2ccc(Cn3cc([N+](=O)[O-])cn3)o2)cc1
    1%	-139%[inhibitor]	1%	7%	-3%	-19	5%	1%	i
#49 CCn1cc(C(=O)N[C@@H](C)C(=O)NCCCn2ccnc2)c(=O)c2cc3c(cc21)OCO3
    -3%	?	-1%	6%	?	-2	0%	-3%	i
#50 CCOC(=O)C1CCCN(c2nc3ccccc3nc2C(C#N)C(=O)OC(C)COC)C1 (stereo not given)
    0%	-3%	4%	55%[activator]	6%	-22	5%	15%	i
#51 CC(=O)c1c(C)[nH]c(C(=O)NCc2ccc(Cl)cc2)c1C
    -4%	.	-5%	.	0%	61	.	0%	i
#52 CCC(=O)N1CCc2cc(Br)cc(S(=O)(=O)CCC(=O)NCc3ccccc3OC)c21
    .	.	.	-10%	24%	.	.	0%	i
#53 O=C(CCCCCN1C(=O)c2ccccc2C1=O)Nc1ccc(C(=O)O)cc1
    10%	-6%	11%	.	14%	26	13%	5%	i
#54 O=C(CN1CCCCC1)N1c2ccccc2CCc2ccccc21
    3%	5%	-2%	4%	-12%	-18	15%	?	i
#55 COc1ccccc1CC(=O)Nc1nc(-c2ccc(F)c(F)c2)cs1
    -22%	?	-12%	-20%	?	?	175%	-2%	i
#56 CC(C)N(Cc1ccccc1)C(=O)COC(=O)CCC(=O)c1ccc(F)cc1
    11%	3%	7%	0%	?	-10	0%	4%	i
#57 COCCNC(=O)c1nc2ccccc2s1
    6%	?	12%	76%[activator]	-23%	51	-8%	1%	i
#58 COc1ccc(C(=O)N[C@H](C(=O)Nc2ccc(S(=O)(=O)N3CCOCC3)cc2)C(C)C)cc1
    3%	1%	0%	3%	-5%	10	1%	1%	?

With a hit mark in SW480 rereplic, of those listed so far:
no.	molecule	SW480 rereplic	IL-1B inflam inh
20	Cc1ccc(CN=C(N)Nc2nc(C)cc(C)n2)cc1	15µM*	-52*
28	COC(=O)CC1(C(=O)OC)Oc2ccc(Br)cc2C(=O)N1c1cccc(Cl)c1Cl (stereo not given)	18µM*	19

Screening results deposited in PubChem BioAssay by National Center for Advancing Translational Sciences (NCATS).
